PAFAH1B2 inh = PAFAH1B2 enzyme inhibitors, primary screen, biochemical, fluorescence polarization, human. inhibition, % at 3.39 µM. actives 1.2% (n = 340,000). recombinant PAFAH1B2, FP-rhodamine activity probe. AID 492953, 2010. Platelet-activating factor acetylhydrolase IB subunit alpha2 (Homo sapiens), P68402;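 active = inhibition above the mean of all tested compounds plus 3 SD, cut at about 24% in these data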;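 note: 0% = enzyme with DMSO and 100% = wells lacking PAFAH1B2; many of its hits are not listed in these tables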
Target sequence (P68402 whole entry, looked up): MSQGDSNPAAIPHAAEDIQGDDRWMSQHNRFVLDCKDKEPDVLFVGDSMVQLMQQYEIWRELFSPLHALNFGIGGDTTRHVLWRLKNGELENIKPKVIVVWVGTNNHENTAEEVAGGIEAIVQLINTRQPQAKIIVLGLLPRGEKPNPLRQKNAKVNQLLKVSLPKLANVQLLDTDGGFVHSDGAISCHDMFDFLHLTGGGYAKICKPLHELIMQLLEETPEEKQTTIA
LYPLA2 inh = LYPLA2 inhibitors, primary screen, counter-screen for PME1 inhibitor project, biochemical, fluorescence polarization, FP-Rh probe ABPP. Acyl-protein thioesterase 2 (Homo sapiens), O95372. recombinant LYPLA2. inhibition, % at 5.9 µM. actives 0.38% (n = 320,000). AID 2177, 2009;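 active = inhibition above the screen-wide mean plus 3 SD, limit set per campaign, cut at about 26% in these data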;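 note: 0% = LYPLA2 with DMSO and 100% = wells lacking LYPLA2 enzyme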
Target sequence (O95372 whole entry, looked up): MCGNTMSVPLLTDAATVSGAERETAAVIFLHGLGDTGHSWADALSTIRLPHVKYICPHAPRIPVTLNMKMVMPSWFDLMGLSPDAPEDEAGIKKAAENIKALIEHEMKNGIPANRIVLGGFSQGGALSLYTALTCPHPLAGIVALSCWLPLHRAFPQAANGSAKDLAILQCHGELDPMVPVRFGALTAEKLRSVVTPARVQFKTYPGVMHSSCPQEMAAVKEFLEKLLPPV
PAFAH2 inh = PAFAH2 enzyme inhibitors, primary screen, biochemical, fluorescence polarization, human. Platelet-activating factor acetylhydrolase 2, cytoplasmic (Homo sapiens), Q99487. recombinant PAFAH2, FP-rhodamine activity probe. inhibition, % at 3.39 µM. actives 0.99% (n = 340,000). AID 492956, 2010;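 active = inhibition above the mean over all tested compounds plus 3 SD, cut at about 30% in these data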;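 note: inhibitors block probe labeling of enzyme so polarization drops; 0% = enzyme with DMSO and 100% = wells lacking PAFAH2 protein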
LYPLA1 inh = LYPLA1 inhibitors, primary screen, counter-screen for PME1 inhibitor project, biochemical, fluorescence polarization, FP-Rh probe ABPP. Acyl-protein thioesterase 1 (Homo sapiens), O75608. recombinant LYPLA1. inhibition, % at 5.9 µM. actives 0.16% (n = 320,000);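 active = inhibition above the mean of all tested compounds plus 3 SD, set per campaign, cut at about 14% in these data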;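 note: inhibitors block serine hydrolase probe labeling of LYPLA1 so polarization falls; 0% = enzyme with DMSO and 100% = wells lacking LYPLA1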
PAFAH1B3 inh = PAFAH1B3 enzyme inhibitors, primary screen, biochemical, fluorescence polarization, human. recombinant PAFAH1B3, FP-rhodamine probe. inhibition, % at 3.39 µM. actives 0.28% (n = 340,000). AID 492972, 2010;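 active = inhibition above the screen-wide average of all tested compounds plus 3 SD, cut at about 25% in these data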;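 note: 0% = enzyme with DMSO only and 100% = wells lacking PAFAH1B3 protein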
GSTO1 counter = inhibitors of recombinant GSTO1, primary screen, counter-screen for RBBP9 inhibitor project, biochemical, fluorescence polarization; inhibition, % at 5.96 µM; actives 1.1% (n = 300,000); activity-based probe fluorescence polarization;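 active = inhibition above the campaign mean inhibition plus 3 SD, cut at about 35% in these data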;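 note: 0% = GSTO1-1 with DMSO and 100% = wells lacking GSTO1-1 enzyme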
PAD4 inh = human PAD4 inhibitors, primary screen, biochemical, fluorescence polarization, 1536-well format. inhibition, % at 6.36 µM. actives 0.41% (n = 330,000). Protein-arginine deiminase type-4 (Homo sapiens), Q9UM07. recombinant PAD4, RCA probe fluorescence polarization. AID 485272, 2010;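 active = percent inhibition above a cutoff equal to the mean of all tested compounds plus 3 SD, cut at about 15% in these data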;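 note: 0% = PAD4 with RCA probe and DMSO and 100% = probe without PAD4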
PREPL inhibitor = PREPL enzyme inhibitors, primary screen, biochemical, fluorescence polarization | Prolyl endopeptidase-like (Homo sapiens), Q4J6C6 | recombinant PREPL, fluorescence polarization activity-based probe | inhibition, % at 5.96 µM | actives 0.68% (n = 320,000) | AID 2751, 2010; in the data active = inhibition above about 43%;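 note: 0% = enzyme with DMSO and 100% = wells lacking enzyme; many of its hits are not listed in these tables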
pPAFAH inh = pPAFAH enzyme inhibitors, primary screen, biochemical, fluorescence polarization, human | Platelet-activating factor acetylhydrolase (Homo sapiens), Q13093 | recombinant pPAFAH, FP-rhodamine probe fluorescence polarization | inhibition, % at 3.39 µM | actives 1.5% (n = 330,000);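 active = inhibition above the mean inhibition across the screen plus 3 SD, cut at about 25% in these data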;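 note: inhibitors block binding of the rhodamine activity-based probe so polarization drops; 0% = enzyme with DMSO and 100% = wells lacking pPAFAH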
Target sequence (Q13093 whole entry, looked up): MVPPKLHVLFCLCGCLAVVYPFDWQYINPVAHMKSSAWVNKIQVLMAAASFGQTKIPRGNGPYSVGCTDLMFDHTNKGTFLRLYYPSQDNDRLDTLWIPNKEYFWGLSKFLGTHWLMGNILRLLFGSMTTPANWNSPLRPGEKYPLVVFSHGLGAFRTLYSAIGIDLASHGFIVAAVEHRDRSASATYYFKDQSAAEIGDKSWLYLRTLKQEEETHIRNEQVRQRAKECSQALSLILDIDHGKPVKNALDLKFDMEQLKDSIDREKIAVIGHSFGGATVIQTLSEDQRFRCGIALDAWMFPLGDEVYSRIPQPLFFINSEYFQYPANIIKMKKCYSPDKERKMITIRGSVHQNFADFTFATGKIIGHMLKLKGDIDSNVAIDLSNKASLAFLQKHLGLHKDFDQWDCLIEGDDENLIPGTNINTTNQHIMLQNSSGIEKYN
* hit, by the source's call; . = not tested or not shown; & = joins results of further samples. The list is partial (hit frequency here may not be typical).

SMILES	PAFAH1B2 inh	LYPLA2 inh	PAFAH2 inh	LYPLA1 inh	PAFAH1B3 inh	GSTO1 counter	PAD4 inh	PREPL inhibitor	pPAFAH inh
CCN(CC)S(=O)(=O)c1cccc(-c2nnc(SCC(=O)N3CCC(C(=O)O)CC3)n2N)c1	3	-2	-6	-1	-1	-8	-4	11	1
CS(=O)(=O)N(CC(=O)N1CCCCC1)c1ccc(Cl)c(C(F)(F)F)c1	-2	-1	-3	0	7	-2	7	0	-1
O=C1c2ccccc2C(=O)N1c1cccc2ccccc12	-4	5	2	-3	11	3	-3	-3	4
Cc1cccc(-c2cc3nc4c(c(N5CCCC(O)C5)n3n2)CCC4)c1 (centres undefined)	7	4	11	2	-5	1	-2	26	1
O=C1/C(=C/c2c[nH]c3ccccc23)CCC/C1=C\c1c[nH]c2ccccc12	3	2	-3	-3	1	12	-9	24	22
O=C(Nc1ccccc1C(=O)NCCCN1CCOCC1)c1ccc(Cl)cc1	0	2	-5	1	-3	-3	-3	8	0
COc1cccc(CN(C)C(=O)c2ccc(C)c(S(=O)(=O)N3CCCCC3)c2)c1	3	1	1	1	5	.	1	2	2
CCn1ncc(Br)c1C(=O)Nc1nccs1	2	-2	-6	-1	-8	7	5	4	-3
O=C(N/N=C/c1ccc(Cl)cc1)c1cc2c(s1)-c1ccccc1CC2	3	-1	-8	-2	1	-2	4	4	1
CCOC(=O)c1cc2sccc2n1CCCN1C(=O)c2ccccc2C1=O	5	2	-3	-4	8	2	-3	-6	-8
O=C(C1Cc2ccccc2O1)N1CCCCC1 (centres undefined)	1	5	-5	4	2	1	0	7	1
CCCS(=O)(=O)c1nc(S(=O)(=O)c2ccc(C)cc2)c(NCCCN(C)C)s1	5	4	4	1	2	4	-1	1	-2
Cc1cc(N2CC34C=CC(O3)C(C(=O)O)C4C2=O)no1 (centres undefined)	0	8	-6	0	-7	1	0	-5	4
O=C(COC(=O)c1ccco1)NCc1ccc(Cl)cc1Cl	4	.	69*	.	7	.	4	-5	-3
CCN(CC)S(=O)(=O)c1ccc2c(c1)nc(SCC(=O)N(C)C1CCS(=O)(=O)C1)n2CC (centres undefined)	2	-1	6	1	3	5	-5	13	2
O=[N+]([O-])c1ccc(CN2CCOCCOCCN(Cc3ccc([N+](=O)[O-])cc3)CCOCC2)cc1	2	37*	-5	1	1	-2	-1	41	2
C=CCOc1ccc(C2=NO[C@@H]3[C@@H]4C[C@@H]([C@H]5C(=O)N(C)C(=O)[C@@H]45)[C@H]23)cc1	.	6	.	-3	.	-1	0	4	3
CCOc1ccc(N(CC(=O)NC2CCCCC2)S(=O)(=O)c2c(C)noc2C)cc1	3	-1	6	-1	8	0	-4	-7	7
O=C1CC(c2ccccc2)c2ccccc21 (centres undefined)	6	-2	4	1	1	5	-1	3	1
O=c1c([N+](=O)[O-])cccn1Cc1ccccc1Cl	3	-3	4	4	7	7	0	13	4
CN1Cc2cccc3c2C(Cc2ccccc2S3)C1 (centres undefined)	2	0	9	0	0	3	-3	-28	2
Cc1ccc(NC2c3ccccc3C(=O)N2CCN2CCOCC2)cc1 (centres undefined)	6	-5	12	-1	0	-2	0	10	4
CCCNC(=O)NC1CCCCCCC1	3	2	-1	3	6	-1	-8	12	3
CCN(CC)C(=O)CSC(=Nc1ccccc1F)NC#N	-7	-2	-7	-4	4	6	-19	11	11
CC(=O)N1CC2(C)CN(C(C)=O)CC(C)(C1)C2=O	1	1	-8	-4	-1	6	2	12	5
CCSc1nnc(CCNS(=O)(=O)c2ccc(C(C)=O)cc2)n1C	2	-6	5	-5	-1	-3	-1	-7	4
CC(C)OC(=O)C1C(=O)CC(C)(O)C(C(=O)OC(C)C)C1c1ccc(F)cc1 (centres undefined)	4	1	2	2	2	6	3	18	4
CCCN(C(=O)c1ccco1)c1nnc(-c2ccncc2)s1	-2	8	3	-3	6	-1	-3	-3	-1
COc1ccccc1/C=N/N1C(=O)C(CC(=O)Nc2ccc([N+](=O)[O-])cc2OC)SC1=Nc1cccc(C)c1C (centres undefined)	.	-5	.	-1	.	0	1	-1	2
COc1ccc(CN2CCN(Cc3ccccc3)C(CCO)C2)cc1OC (centres undefined)	0	1	2	-1	7	-2	-4	-1	0
Cc1ccc([N+](=O)[O-])cc1S(=O)(=O)Nc1ccc(C(=O)N(C)C)cc1	8	-3	-2	-1	9	1	-6	-6	2
Brc1ccc2[nH]c3nc(SCCN4CCOCC4)nnc3c2c1	2&-3	-8&0	-3&4	-2&-3	2&7	1&-3	2&-4	5&12	2&2
CC1=C(C(N)=O)C(c2cccs2)NC(=O)N1 (centres undefined)	4	2	-3	3	7	0	0	-6	1
S=C(NCCCN1CCOCC1)NC1CCCC1	7	3	1	0	0	6	-2	-1	-2
O=C(CN1C(=O)NC2(CCOc3ccccc32)C1=O)Nc1ccc(Br)cc1F (centres undefined)	4	-3	9	-2	14	.	3	-1	-3
CCN(CC)CCN(C(=O)c1ccc2ccccc2c1)c1nc2ccc(OC)cc2s1	3	-7	3	-1	12	0	1	17	4
CCOCCCNS(=O)(=O)c1ccc2c(c1)CCN2C(C)=O	5	7	4	0	6	7	3	10	-2
Cc1cn(C2OC[C@@H](O)[C@@H]2CO)c(=O)[nH]c1=O (some centres undefined)	0	-5	-4	-1	6	2	-1	5	-3
Cc1ccc(NC(=O)CCS(=O)(=O)c2ccccc2)cc1S(=O)(=O)N1CCOCC1	3	-3	-5	-5	1	4	5	7	1
O=C(COc1ccccc1[N+](=O)[O-])N(Cc1ccco1)C1CCS(=O)(=O)C1 (centres undefined)	3	-9	4	-3	0	7	-2	4	3

No new results follow: an excerpt of the list.
SMILES	PAFAH1B2 inh	LYPLA2 inh	PAFAH2 inh	LYPLA1 inh	PAFAH1B3 inh	GSTO1 counter	PAD4 inh	PREPL inhibitor	pPAFAH inh
Cc1ccc(NC(=O)CCS(=O)(=O)c2ccccc2)cc1S(=O)(=O)N1CCOCC1	3	-3	-5	-5	1	4	5	7	1
O=C(COc1ccccc1[N+](=O)[O-])N(Cc1ccco1)C1CCS(=O)(=O)C1 (centres undefined)	3	-9	4	-3	0	7	-2	4	3

(next part)
SMILES	PAFAH1B2 inh	LYPLA2 inh	PAFAH2 inh	LYPLA1 inh	PAFAH1B3 inh	GSTO1 counter	PAD4 inh	PREPL inhibitor	pPAFAH inh
Cc1ccc2oc(-c3ccco3)nc2c1	2	-6	7	-2	3	4	-5	-10	0
COc1ccc(C)cc1S(=O)(=O)N1CCN(C(=O)c2ncoc2-c2ccc(C)cc2)CC1	0	-2	-7	1	5	2	-3	26	0
CCOCCCNC(=O)CN1C(=O)COc2ccc(S(=O)(=O)N3CCC(C)CC3)cc21	5	4	-7	1	6	-1	-5	0	6
Cc1ccnc2nc(C(=O)NCCc3ccc(F)cc3)nn12	0	3	-10	1	3	2	-1	16	-2
C=CCNC(=O)C(=O)NN=C1CCN(C)CC1	-1	6	11	1	9	5	-1	7	12
O=C(Nc1ccc(N2CCOCC2)cc1)c1ccc([N+](=O)[O-])cc1	5	6	5	1	4	-3	-4	-1	1
CCOC(=O)C1(CC2CCCCO2)CCN(C(=O)Nc2ccccc2)CC1 (centres undefined)	1	2	5	-3	-5	7	-2	-7	0
Cc1ccc(S(=O)(=O)/C(C#N)=C/c2c(Oc3ccc(Cl)cc3)nc3c(C)cccn3c2=O)cc1	.	8	.	3	.	-7	-1	4	-2
c1ccc(CSc2ccc3nnc(-c4ccccn4)n3n2)cc1	0	2	-3	1	13	-6	0	37	1
CCCCCCCCC(=O)Nc1cc(C)ccc1OC	7	9	7	4	1	2	-3	6	8
COC(=O)c1ccc(Nc2nnc(-c3ccc(C)c(S(=O)(=O)NCC4CCCO4)c3)c3ccccc23)cc1 (centres undefined)	-11	-25	-10	-21	-22	-15	1	4	6
CCN(CC)c1nc(C#N)cc(-c2ccc(OC)cc2)n1	-2	3	-4	1	-2	8	-2	9	0
COC(=O)c1ccc(N2C(=O)CC(N3CCN(C(=O)c4ccco4)CC3)C2=O)cc1 (centres undefined)	4	-5	6	-1	4	5	-1	20	3
O=C(Nc1ccc2nc(-c3cccs3)[nH]c2c1)c1cccs1	8	-3	3	-12	9	-9	-5	9	2
O=C(CCCn1c(=O)c2ccccc2n(CC(=O)N2CCN(c3ccccc3)CC2)c1=O)NCc1ccco1	-1	4	4	-3	5	-2	0	32	0
COC(=O)c1ccc(NC(=O)CN2CCN(CC#N)CC2)cc1	0	0	3	4	8	1	-5	-12	0
CC(C)c1cc(C(=O)O)c2ccccc2n1	-2	1	7	3	6	-9	3	15	-1
Brc1ccccc1OCCN1CCCC1	2	3	-5	7	1	-1	5	10	0
COc1cc(OC)c(OC)cc1CN1CCN(c2ccccc2OC)CC1	2	-1	0	-1	1	-1	-1	8	-7
Cc1ccc(S(=O)(=O)NNC(=O)C2CC=CCC2C(=O)O)cc1 (centres undefined)	10	1	8	2	3	-4	-6	13	-3

Structures above containing an aryl methoxy group (8):
SMILES	PAFAH1B2 inh	LYPLA2 inh	PAFAH2 inh	LYPLA1 inh	PAFAH1B3 inh	GSTO1 counter	PAD4 inh	PREPL inhibitor	pPAFAH inh
COc1cccc(CN(C)C(=O)c2ccc(C)c(S(=O)(=O)N3CCCCC3)c2)c1	3	1	1	1	5	.	1	2	2
COc1ccccc1/C=N/N1C(=O)C(CC(=O)Nc2ccc([N+](=O)[O-])cc2OC)SC1=Nc1cccc(C)c1C (centres undefined)	.	-5	.	-1	.	0	1	-1	2
COc1ccc(CN2CCN(Cc3ccccc3)C(CCO)C2)cc1OC (centres undefined)	0	1	2	-1	7	-2	-4	-1	0
CCN(CC)CCN(C(=O)c1ccc2ccccc2c1)c1nc2ccc(OC)cc2s1	3	-7	3	-1	12	0	1	17	4
COc1ccc(C)cc1S(=O)(=O)N1CCN(C(=O)c2ncoc2-c2ccc(C)cc2)CC1	0	-2	-7	1	5	2	-3	26	0
CCCCCCCCC(=O)Nc1cc(C)ccc1OC	7	9	7	4	1	2	-3	6	8
CCN(CC)c1nc(C#N)cc(-c2ccc(OC)cc2)n1	-2	3	-4	1	-2	8	-2	9	0
COc1cc(OC)c(OC)cc1CN1CCN(c2ccccc2OC)CC1	2	-1	0	-1	1	-1	-1	8	-7
